Shiga inhibitor: Shiga toxin inhibition; Vero cells, Shiga toxin protein synthesis inhibition reporter; inhibition, % at 38.7 µM; 290,000 compounds, 9.2% hits; in the data active = inhibition mostly above about 28%, no sharp cut-off; inactive = mostly below about 43%; also: 0% is about no effect
HCV inh: blocks hepatitis C virus; Huh7.5.1 HCVcc-Cre infection, luciferase reporter, 44 h; Potency, µM (titrated, usually from 41.8 µM), inactives show top-dose activity change, negative = inhibition, hits mostly inhibitors; 340,000 compounds, 3.4% hits; also: potency is read from the fitted curve at half-maximal effect; % is scaled to controls: 0 for no effect and ±100 for the full control effect
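Infectious HCV cell culture screen: compound-treated cells (1,000/well, pre-plated 4 h) are infected with HCVcc-Cre at roughly 0.5 moi and grown 44 h. Infection is quantified by luciferase signal after 15 min substrate incubation at room temperature.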
Pf growth 48h: inhibits P. falciparum growth in the first generation, 48 h | P. falciparum luciferase growth in erythrocytes, 48 h | Potency, µM (top dose mostly 28.7 µM), for the others: at the top dose activity change, negative = inhibition, actives largely listed as inhibitors | 310,000 compounds, 5.9% hits; also: potency is read from the fitted curve at half-maximal effect; % is scaled to controls: 0 for no effect and ±100 for the full control effect
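Compounds are pin-transferred into medium, infected erythrocytes (2% hematocrit, 0.1% parasitemia final) are added, and plates sit one parasite generation at 37 C in 5% CO2. Detection reagent is then added and luminescence measured.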
LmPK inhibitor: blocks Leishmania mexicana pyruvate kinase activity. Q27686. purified LmPK, Kinase-Glo ATP luminescence, 1 h. Potency, µM (top dose mostly 57.5 µM), without a hit: top-dose activity change, negative = inhibition, hits mostly inhibitors. 290,000 compounds, 0.37% hits. AID 1721; also: potency is read from the fitted curve at half-maximal effect; % is scaled to controls: 0 for no effect and ±100 for the full control effect
Target sequence (Q27686 whole entry, looked up): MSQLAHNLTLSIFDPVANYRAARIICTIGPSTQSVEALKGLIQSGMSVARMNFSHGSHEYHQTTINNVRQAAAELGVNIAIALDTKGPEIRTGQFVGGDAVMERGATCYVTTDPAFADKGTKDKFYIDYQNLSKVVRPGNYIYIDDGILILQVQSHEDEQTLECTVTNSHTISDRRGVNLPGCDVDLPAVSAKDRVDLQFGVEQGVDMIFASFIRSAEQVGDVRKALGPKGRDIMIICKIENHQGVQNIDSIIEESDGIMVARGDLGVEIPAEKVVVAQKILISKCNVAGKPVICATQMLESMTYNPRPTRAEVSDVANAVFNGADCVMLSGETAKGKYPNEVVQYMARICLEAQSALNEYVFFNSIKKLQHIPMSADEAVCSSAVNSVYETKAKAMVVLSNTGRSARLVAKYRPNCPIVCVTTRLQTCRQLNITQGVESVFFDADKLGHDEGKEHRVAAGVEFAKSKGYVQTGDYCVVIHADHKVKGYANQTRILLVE
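Purified LmPK (0.1 nM) converted ADP (0.1 mM) to ATP with PEP (0.5 mM) in imidazole buffer pH 7.2 with KCl and MgCl2, 1 h at room temperature. ATP was read by Kinase-Glo luminescence; data normalized to uninhibited and no-enzyme controls.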
Pf growth 96h: P. falciparum growth inhibition at 96 hours; P. falciparum luciferase reporter growth, 96 h; Potency, µM (doses to about 28.7 µM), without a hit: at the top dose activity change, negative = inhibition, actives largely listed as inhibitors; 320,000 compounds, 6.9% hits; AID 504834; also: potency is read from the fitted curve at half-maximal effect; % is scaled to controls: 0 for no effect and ±100 for the full control effect
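Two-generation exposure (96 h) targets delayed-death phenotype. Reporter parasites carrying integrated firefly luciferase, in red cells at 2% hematocrit and 0.05% parasitemia final, kept at 37 C, 5% CO2; luminescence loss indicates inhibition.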
Cycloheximide cs: affects cycloheximide protein synthesis inhibition readout, counter-screen. cell reporter, cycloheximide protein synthesis inhibition counterscreen. max response, %. 300,000 compounds, 12% hits; in the data active = max response mostly above about 13%, no sharp cut-off; inactive = mostly below about 14%; also: read at 38.3 µM for the half of the compounds with a filed dose; 0% is about no effect
TbPYK inhibitor: inhibitors of Trypanosoma brucei pyruvate kinase. Q57TT1. Potency, µM (highest dose often 76.8 µM), inactives show at the top dose activity, negative = inhibition, usual class: inhibitors. TbPYK enzyme, Kinase-Glo Plus ATP luminescence, 45 min. 410,000 compounds, 0.12% hits; also: potency is read from the fitted curve at half-maximal effect; % is scaled to controls: 0 for no effect and ±100 for the full control effect; nearly all actives have a fitted effect of over 50% in size
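Luminescence from Kinase-Glo Plus, added after a 45-minute room-temperature reaction, served as the end-point read-out. The enzyme and substrate were preincubated with compound before ADP (130 uM final) initiated turnover. Concentration-effect curves came from normalized qHTS data.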
Numbers without * were called inactive; i = inactive; ? = inconclusive; / = no result given; & = joins results of further samples; [ ] = remark or other dose. Unless noted, calls follow the shape of the dose curve; as a rule, active = well fitted curve in the direction sought with a large enough effect; inconclusive = small, poorly fitted or top-dose-only effect, or another doubt; inactive = no such curve, though single readings can be large; an effect the other way counts as inactive or inconclusive.

SMILES	HCV inh	Pf growth 96h	Pf growth 48h	LmPK inhibitor	Cycloheximide cs	TbPYK inhibitor	Shiga inhibitor
CC(C)CNS(=O)(=O)c1ccc(CCC(=O)N2CCN(c3ccc(F)cc3)CC2)cc1	-18.8%	?	?	4.3%	-4.9	0.8%	6.2
c1ccc(C[C@H]2CNCCN2CC2(c3ccccc3)CC2)cc1	?	?	?	/	/	4.2%	/
Cc1ccc(C2=NN(CCC(=O)NCCCN3CCOCC3)C(=O)CC2)cc1	16.8%	4.2%	0.0%	3.0%	12.6	-4.0%	12.1
CN(C)CCCN(C(=O)C1COc2ccccc2O1)c1nc2cc3c(cc2s1)OCO3 (configuration not stated)	9.6%	63.4%[activator]	16.8%	-2.5%	-1.9	5.1%	1.9
CCc1nnc(NC(=O)CN2C(=O)NC3(CCCC3)C2=O)s1	24.5%	-16.6%	?	/	/	2.1%	/
CCOc1cc(/C=C2\N=C(SC)SC2=O)cc([N+](=O)[O-])c1OC(C)=O	25.4%	92.9%[activator]	42.6%[activator]	?	-0.5	-6.8%	-7.1
CNS(=O)(=O)c1cc(OC)ccc1OC	24.5%	107.1%[activator]	-6.1%	-3.8%	1.1	2.7%	-12.5
CN(CC(=O)Nc1sccc1C#N)S(=O)(=O)c1ccc(F)cc1	2.2%	23.3%	0.0%	/	/	-5.7%	/
O=C(N/N=C\c1ccc(F)cc1)c1ccc(Cn2cc(Br)c([N+](=O)[O-])n2)o1	-10.9%	-1.8%	-8.3%	0.3%	11.4	-2.4%	11.6
O=C(Nc1cccc(-c2nn[nH]n2)c1)c1cccs1	10.3%	?	28.2%	-5.4%	12.5	-11.9%	7.5
Cc1ccc(CN2C(=O)NC(=O)C3(Cc4c(nc5ccccn5c4=O)N4CCCCCC43)C2=O)cc1 (configuration not stated)	?	/	?	2.4%	-2.6	-0.2%	-6.2
COc1ccc(OC)c(C2C(C(N)=O)=C(C)Nc3nc(-c4cccc(Cl)c4)nn32)c1 (configuration not stated)	?	-2.4%	?	5.1%	17.1	-2.6%&-2.5%	-19.5

The results go on.
SMILES	HCV inh	Pf growth 96h	Pf growth 48h	LmPK inhibitor	Cycloheximide cs	TbPYK inhibitor	Shiga inhibitor
COC(=O)CSc1nc2cc3c(cc2cc1C)OCCO3	-1.7%	?	24.5%	-1.5%	2.2	2.6%	6.5
COCC(=O)N/N=C(\C)CC(=O)NCc1ccco1	18.6%	?	-13.3%	-1.7%	-0.4	0.2%	10.3
COc1ccc(CNC(=O)CCCSc2ccccc2)cc1	0.2%	21.9%	32.5%[activator]	5.9%	-4.0	-1.6%	-5.0
Cc1ccccc1Cn1c2ccccc2c2cnn(CC(=O)NCc3ccccn3)c(=O)c21	-21.8%	-12.2%	?	9.8%	1.4	1.3%&1.1%	-6.8
O=C(COc1ccccc1F)NCc1ccc(-n2cccc2)cc1	-0.8%	?	18.6%	-8.4%	3.3	5.7%	23.3
Cc1cc2cc(C(c3nnnn3Cc3ccco3)N3CCc4ccccc43)c(=O)[nH]c2cc1C (configuration not stated)	?	?	0.0%	2.6%	-2.4	?	-5.6
Cc1ccc(NC(=O)c2ccsc2)cc1NS(C)(=O)=O	18.3%	-20.4%	-15.5%	-3.5%	7.2	-3.8%	-1.2
CCOc1cc(N2CCOCC2)c(OCC)cc1NC(=O)COc1cccc(CC)c1	10µM*	?	10.4µM*	/	/	0.0%	/
O=Cc1ccc(OC(=O)CCCCC(=O)Oc2ccc(C=O)cc2)cc1	8.9%	0.0033µM*	?	-1.5%	5.4	0.8%	-10.0
CC1CCCN(C(=O)Cn2c(=O)oc3ccccc32)C1 (configuration not stated)	9.9%	-7.5%	7.7%	-2.3%	-2.0	2.5%	-3.1
COc1ccc(NC(=O)CCNC(=O)Cn2cnc3ccccc3c2=O)cc1OC	3.3%	17.2%	21.4%	-4.5%	-2.9	4.6%	-7.9
Cc1ccc2nc(NC(=O)c3ccco3)sc2c1	-2.2%	-9.2%	/	4.7%	29.6*	-1.9%	14.9

The results go on:
SMILES	HCV inh	Pf growth 96h	Pf growth 48h	LmPK inhibitor	Cycloheximide cs	TbPYK inhibitor	Shiga inhibitor
CO/C([O-])=N/c1c[n+](-c2ccc(Cl)cc2)no1	11.4%	12.4%	19.4%	-2.1%	0.7	4.9%	-0.6
COc1ccc(-n2c(C)cc(C(=O)Cn3nc(C(=O)O)c4ccccc4c3=O)c2C)cc1	-11.0%	?	?	6.1%	26.3*	-10.7%	34.0*
NNC(=O)c1cccc(COc2cccc(Br)c2)c1	6.4%	i	167.6%[activator]	4.4%	31.7*	-6.7%	73.7*
COc1cccc(OC)c1C(=O)NC(C)C12CC3CC(CC(C3)C1)C2 (configuration not stated)	9.1%	?	/	-2.6%	-0.1	-0.9%	-9.0
Cn1c(SCC(=O)Nc2cccc(F)c2)nc2c(c1=O)SCC2	?	2.62µM*	?	-11.1%	0.6	-0.7%	21.2
C=CCNCCOc1cccc(Br)c1	11.4%	6.2%	-5.0%	-3.3%	-2.5	0.7%	-5.3
CN(c1ccccc1)S(=O)(=O)c1cccc(C(=O)NC2CCCCC2)c1	?	?	?	/	/	0.6%	/
CCOc1ccc(NC(=O)CN2C(=O)C3CC=CCC3C2=O)cc1 (configuration not stated)	-8.4%	0.3%	45.7%[activator]	-0.7%	26.6*	6.9%	62.2
CCOC(=O)c1cc(-c2ccc(Cl)cc2)nc2c1c(C)nn2CCC#N	?	?	?	-1.7%	-5.6	-2.4%	-15.1
CCc1nnc(NC(=O)c2ccc(S(=O)(=O)N3CCCCC3C)cc2)s1 (configuration not stated)	-8.0%	/	4.6%	0.6%	-6.2	5.4%	-5.5
CCN(CC)C(=O)c1ccc(NC(=O)CNC(C)c2cccc3ccccc23)cc1 (configuration not stated)	?	?	?	2.8%	-5.0	-5.8%	15.4
CCOC(=O)C1=CSC2=NS(=O)(=O)CCN12	-2.1%	4.5%	-18.2%	-4.1%	3.8	9.5%	21.1

Compound profiles, as listed above. Screens in order: HCV inh	Pf growth 96h	Pf growth 48h	LmPK inhibitor	Cycloheximide cs	TbPYK inhibitor	Shiga inhibitor
CCN(CC)C(=O)c1ccc(NC(=O)CNC(C)c2cccc3ccccc23)cc1 (configuration not stated) reads ?	?	?	2.8%	-5.0	-5.8%	15.4
CCOC(=O)c1cc(-c2ccc(Cl)cc2)nc2c1c(C)nn2CCC#N reads ?	?	?	-1.7%	-5.6	-2.4%	-15.1
CCc1nnc(NC(=O)c2ccc(S(=O)(=O)N3CCCCC3C)cc2)s1 (configuration not stated) reads -8.0%	/	4.6%	0.6%	-6.2	5.4%	-5.5
NNC(=O)c1cccc(COc2cccc(Br)c2)c1 reads 6.4%	i	167.6%[activator]	4.4%	31.7*	-6.7%	73.7*
CCOc1ccc(NC(=O)CN2C(=O)C3CC=CCC3C2=O)cc1 (configuration not stated) reads -8.4%	0.3%	45.7%[activator]	-0.7%	26.6*	6.9%	62.2

Remaining list, next part
SMILES	HCV inh	Pf growth 96h	Pf growth 48h	LmPK inhibitor	Cycloheximide cs	TbPYK inhibitor	Shiga inhibitor
CC1=C(C(=O)OCC(C)C)[C@]23C(=O)c4ccccc4[C@@]2(O1)OC(N)=C3C#N	-2.4%	-1.2%	?	4.1%	3.6	4.8%	26.6
CCOc1ccc(NC(=O)CSc2nnnn2-c2ccc(C(N)=O)cc2)cc1	11.8%	18.3%	25.9%	-0.5%	13.3	1.2%	-4.6
CC(C)c1ccccc1OCC(=O)N1CCCCCCC1	3.2%	4.15µM*	20.9%	3.5%	-1.2	-7.0%	-2.6
COc1cccc(NS(=O)(=O)c2ccc3c(c2)NC(=O)C(C)S3)c1 (configuration not stated)	?	?	?	-4.2%	-3.1	5.9%	3.8
Cn1c(SCC(=O)NC2CC2)nnc1-c1ccccn1	-1.4%	0.0%	123.8%[activator]	-1.1%	-1.2	-14.9%	-7.3
CCC1CN(C(=O)NCc2cccc(OC)c2)c2ccccc2O1 (configuration not stated)	?	40.3%[activator]	-8.0%	0.5%	2.3	6.5%&-0.3%	4.6
CC(=O)Nc1ccc(OCC(O)CN2CCN(S(=O)(=O)c3ccc(NC(C)=O)cc3)CC2)cc1 (configuration not stated)	16.5%	?	/	7.8%	-1.1	-8.3%	10.0
CCOC(=O)N1CCN(S(=O)(=O)c2cc(OCC(N)=O)c(C)cc2Cl)CC1	9.3%	-11.4%[5.75 µM]	-15.4%	-0.1%	0.6	8.9%	-4.8
COc1ccccc1-c1ccc(Nc2cccc(C(F)(F)F)c2)nn1	-12.8%	-2.1%	37.4%[activator]	5.3%	14.8*	5.6%	13.7
COC(=O)C1=C(c2ccc(OC(F)(F)F)cc2)C[C@@H]2CC[C@H]1N2C(=O)N1CCC(C)CC1	?	?	?	/	/	2.3%	/
Cn1c(N)c(C(=O)COC(=O)COc2ccccc2Cl)c(=O)n(C)c1=O	11.2%	35.0%[activator]	13.4%	/	/	-3.5%	/
Clc1ccc(COn2ccnc2)cc1Cl	8.4%	9.4%	-18.8%	-3.1%	-2.2	3.1%	-5.3

Remaining list, next part.
SMILES	HCV inh	Pf growth 96h	Pf growth 48h	LmPK inhibitor	Cycloheximide cs	TbPYK inhibitor	Shiga inhibitor
CN(C)S(=O)(=O)c1ccc(N2CCCC2)c(C(=O)OCC(=O)N2CCN(c3ccccc3)CC2)c1	-2.6%	13.5%	14.7µM*	/	/	4.4%	/
N#Cc1nc(-c2cccs2)oc1NCCc1ccccc1	-16.8%	-19.3%	/	9.7%	33.8	-2.5%	74.2*
CCC(C)NC(=O)Cn1cc2c(n1)CCC(C)C2 (configuration not stated)	-1.0%	?	/	-2.7%	-3.8	-2.6%	-7.4
Cc1ccc2nc(C3CCCCC3)[nH]c2c1	3.3%	?	79.0%[activator]	-12.6%	38.2*	-3.9%	42.2*
Oc1ccc(C(=S)N2CCCCC2)cc1Cl	11.6%	-17.8%	14.0%	-3.5%	-0.7	1.8%	-10.9
CCCCC(c1nnnn1CC1CCCO1)N1CCN(c2ccccc2)CC1 (configuration not stated)	12.8%	1.1%	-17.0%	-2.0%	-1.3	1.7%	-9.2
CCc1ccc(N2CN=c3s/c(=C\c4ccccc4)c(=O)n3C2)cc1	8.3%	23.6%	-1.7%	2.3%	1.9	-0.4%	21.3
O=c1cc(CN2CCN(c3ccc(F)cc3)CC2)nc2sccn12	-20.8%	6.9%	7.2%	-3.3%	6.7	-6.4%	34.0
CCc1ccccc1NC(=O)CNCc1ccccc1	-13.5%	-9.8%	-3.7%	-1.4%	-1.6	18.0%	1.9
O=S(=O)(/C=C/c1ccccc1)NC1CCCCCCC1	1.3%	8.6%	17.8%	0.0%	-5.9	-4.0%	-2.5
COc1ccc(Nc2nc(C)cc(C)c2C(N)=O)c(OC)c1	13.9%	/	-4.3%	2.7%	4.0	-3.0%	-9.1
O=C(Cn1ccnc1)c1ccc(O)c(O)c1	4.3%	?	33.6%[activator]	/	/	-14.3%	/

Screens (PubChem)
